Mito fusion act = qHTS Assay for Small Molecule Inhibitors of Mitochondrial Division or Activators of Mitochondrial Fusion | S. cerevisiae fusion-defective mutant growth rescue, CellTiterGlo 48 h | Potency, µM (highest dose often 46.1 µM), without a hit: at the top dose growth rescue (activation), most hits filed as activators | hit rate 0.23% among 320,000;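 also: potency is read from the fitted curve at half-maximal effect; % of control where 0% means no effect; nearly all actives have a fitted effect of over 45% in size; temperature-sensitive fusion mutants such as fzo1-1 at 37 °C on non-fermentable ethanol glycerol medium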
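Compounds are tested for their ability to restore growth of mitochondrial fusion-defective yeast strains at non-permissive 37C in YPEG medium over 48 hours. Viability is quantified by luciferase luminescence.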
TSHR antag = Antagonists of the Thyroid Stimulating Hormone Receptor: HTS campaign | Thyrotropin receptor (Homo sapiens), P16473 | TSHR-expressing cells, TSH-stimulated cAMP HTRF, 2 h; active compounds read low | activity change, negative = inhibition, % at 11.5 µM | hit rate 0.2% among 330,000 | AID 504810, 2011;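 active = activity change below a set negative limit, meaning inhibition stronger than a set level, cut at about -70% in these data; inconclusive = activity change between two set negative limits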; also: % is scaled to controls: 0 for no effect and ±100 for the full control effect
Target sequence (P16473 whole entry, looked up): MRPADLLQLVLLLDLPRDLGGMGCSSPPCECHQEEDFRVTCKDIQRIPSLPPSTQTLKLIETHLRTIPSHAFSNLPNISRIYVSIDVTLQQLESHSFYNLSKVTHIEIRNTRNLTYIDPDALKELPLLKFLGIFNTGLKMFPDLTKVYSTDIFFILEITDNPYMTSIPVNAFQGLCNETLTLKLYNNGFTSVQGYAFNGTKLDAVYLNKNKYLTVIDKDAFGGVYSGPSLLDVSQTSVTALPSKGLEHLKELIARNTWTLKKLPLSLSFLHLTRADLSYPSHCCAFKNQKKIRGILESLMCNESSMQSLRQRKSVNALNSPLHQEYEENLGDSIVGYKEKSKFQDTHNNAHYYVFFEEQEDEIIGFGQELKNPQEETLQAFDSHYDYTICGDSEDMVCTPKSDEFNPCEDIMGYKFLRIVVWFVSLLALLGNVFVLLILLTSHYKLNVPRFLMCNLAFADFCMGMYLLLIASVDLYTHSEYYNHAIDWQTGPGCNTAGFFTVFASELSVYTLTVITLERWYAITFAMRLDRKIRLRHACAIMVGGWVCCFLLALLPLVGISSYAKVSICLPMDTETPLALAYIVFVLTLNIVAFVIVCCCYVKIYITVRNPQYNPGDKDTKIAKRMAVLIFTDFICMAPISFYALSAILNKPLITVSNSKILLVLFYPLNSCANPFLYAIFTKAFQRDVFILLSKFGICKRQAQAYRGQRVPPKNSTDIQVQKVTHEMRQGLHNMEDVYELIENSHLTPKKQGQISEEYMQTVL
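Cell-based HTRF cAMP assay; TSHR cells + compound, TSH EC80 (4nM final), 2 h, 37 deg C. Lysis with anti-cAMP cryptate and cAMP-d2, 30 min RT, read 665/620 nm.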
Eya2 phos inh = qHTS Assay for Inhibitors of the Phosphatase Activity of Eya2 | recombinant Eya2, OMFP fluorescence dephosphorylation (OMFP is methylfluorescein phosphate) | Potency, µM (highest dose often 76.9 µM), for the others: at the highest dose activity, negative = inhibition, hits mostly inhibitors | Protein phosphatase EYA2 (Homo sapiens), O00167 | hit rate 0.006% among 330,000; also: potency is read from the fitted curve at half-maximal effect; % is scaled to controls: 0 for no effect and ±100 for the full control effect
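Eya2 (0.2 uM) preincubated 10 min at ambient with compound, then OMFP substrate added at 50 uM; 10 min reaction in 50 mM HEPES pH 7.5, 50 mM NaCl, 5 uM MgCl2, 0.05% BSA, 1 mM DTT. Fluorescence read at Ex 485/Em 525 nm.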
MBNL1 CUG block = qHTS Assay for Inhibitors of MBNL1-poly(CUG) RNA binding. Potency, µM (series often up to 57.5 µM), inactives show top-dose activity change, negative = inhibition, usual class: inhibitors. AID 2675, 2010. hit rate 0.036% among 280,000. TR-FRET MBNL1-His/biotin-(CUG)12 binding, 665/545 ratio; active = well fitted inhibition curve with a large enough effect in the signal ratio, with a control signal flat, not every such curve was filed as active; inconclusive = small, poorly fitted or top-dose-only effect, or effect the other way, or a change in a side signal; inactive = no such curve, though single readings can be large or run the other way; the % refers to the signal ratio; also: potency is read from the fitted curve at half-maximal effect; % is scaled to controls: 0 for no effect and ±100 for the full control effect
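TR-FRET between His-tagged MBNL1 and biotin-(CUG)12 RNA, detected with Tb anti-His antibody (0.055 ng/ul) and streptavidin-XL665 (5 nM), 60 min at room temperature. Compounds titrated 92 nM to 58 uM; 665/545 nm ratio normalized to buffer and complex controls.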
PKM2 act = qHTS Assay for Activators of Human Muscle isoform 2 Pyruvate Kinase. Potency, µM (doses to about 57.5 µM), without a hit: top-dose activation, actives largely listed as activators. Pyruvate kinase PKM (Homo sapiens), P14618. AID 1631, 2009. purified PKM2, Kinase-Glo ATP luminescence, activation; response scale: 0% is enzyme alone, no compound. hit rate 0.34% among 260,000; also: potency is read from the fitted curve at half-maximal effect; % is scaled to controls: 0 for no effect and ±100 for the full control effect; nearly all actives have a fitted effect of over 55% in size
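hPK-M2, >95% pure; 0.1 mM ADP / 0.5 mM PEP final; imidazole pH7.2 buffer w/ 7 mM MgCl2, 50 mM KCl; 1 h RT; Kinase-Glo lum. Intermediate enzyme activity for dual inhibitor/activator qHTS.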
ASM inhibitor = Inhibitors of Secretory Acid Sphingomyelinase (S-ASM): qHTS | Sphingomyelin phosphodiesterase (Homo sapiens), P17405 | placental ASM, HMU-PC fluorogenic substrate, 60 min | Potency, µM (highest dose often 57.5 µM), without a hit: at the highest dose activity change, negative = inhibition, hits mostly inhibitors | hit rate 0.006% among 340,000; also: potency is read from the fitted curve at half-maximal effect
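Human placenta-derived ASM preincubated with compound 10 min at room temperature, then reacted with 9 uM (final) fluorogenic HMU-PC substrate for 60 min at 37 C. Stop solution raises pH to 10; fluorescence read at Ex 386/Em 447 nm.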
USP2a block = qHTS Assay for Inhibitors of Ubiquitin-specific Protease USP2a Using CHOP2 as the Reporter; Ubiquitin carboxyl-terminal hydrolase 2 (Homo sapiens), O75604; USP2 core, Ub-CHOP2 coupled fluorogenic reporter, 485/531; Potency, µM (top dose mostly 38.3 µM), for the others: at the highest dose activity change, negative = inhibition, usual class: inhibitors; hit rate 0.01% among 330,000; AID 463254, 2010;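 also: potency is read from the fitted curve at half-maximal effect; plate controls were DMSO wells for no effect and full inhibition by NEM control for full effect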
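Deubiquitinase activity read as fluorescence (485/531 nm) after Ub-CHOP2 cleavage activates the enterokinase reporter on its substrate; USP2 core 10nM, Ub-CHOP2 and substrate 25nM each, 30min compound preincubation then 60min RT; data normalized to NEM, curves fitted.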
hERG WT inh = qHTS for Inhibitors of KCHN2 3.1: Wildtype qHTS | activity change, % at 1.84 µM | AID 720551, 2013 | U2OS, BacMam KCNH2, thallium flux FluxOr; active compounds read low | Voltage-gated inwardly rectifying potassium channel KCNH2 (Homo sapiens), Q12809 | hit rate 0.37% among 340,000;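 active = maximum activity change below -70%; inconclusive = maximum activity change between -70% and -50%; inactive = maximum activity change above -50%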; also: % is scaled to controls: 0 for no effect and ±100 for the full control effect
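U2OS cells transduced with wild-type KCNH2 virus are loaded with FluxOr dye for 45 min, and thallium flux is measured in kinetic reads before and after stimulation buffer. Rate constants are normalized to DMSO controls.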
BCR signal inh = qHTS Assay to Find Inhibitors of Chronic Active B-Cell Receptor Signaling; Potency, µM (top dose mostly 46.1 µM), for the others: at the top dose ratio change, negative = lower green/red ratio, actives largely listed as inhibitors; ABC-DLBCL IkBa-CBG/CBR reporter, luminescence ratio, 4 h; hit rate 0.05% among 340,000; active = well fitted inhibition curve with a large enough effect in the signal ratio, with a control signal flat, not every such curve was filed as active; inconclusive = small, poorly fitted or top-dose-only effect, or effect the other way, or a change in a side signal; the % refers to the signal ratio;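 also: potency is read from the fitted curve at half-maximal effect; plate controls were basal doxycycline-induced cells for no effect and cells given 10 µM MG132 for full effect; MG132 reads +100%, hits lower the ratio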
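Cell line TMD8 (human ABC DLBCL), stably expressing tet-inducible CBG68-IkBa fusion and CBR; IMDM/0.5% FBS; cpd up to 46 uM; dox induction, 4 h, 37C/5% CO2; dual luminescence; green/red ratio; MG132 control.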
GALK inhibitor = qHTS Assay for Inhibitors of Human Galactokinase (GALK); P51570; Purified GALK, Kinase-Glo residual ATP luminescence; Potency, µM (top dose mostly 57.5 µM), without a hit: at the top dose activity change, negative = inhibition, actives largely listed as inhibitors; hit rate 0.007% among 270,000; AID 1868, 2009; also: potency is read from the fitted curve at half-maximal effect; % is scaled to controls: 0 for no effect and ±100 for the full control effect
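Compounds were pin-transferred into ATP buffer (35 uM final), then GALK plus galactose (5 nM, 100 uM final) was added. After 1 h at room temperature, Kinase-Glo Plus was added and luminescence read after 10 min.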
Menin-MLL TR inh = qHTS Assay for Inhibitors Targeting the Menin-MLL Interaction in MLL Related Leukemias: Competition With Texas Red Labeled MLL-derived Mutant Peptide. O00255. AID 1768, 2009. hit rate 0.23% among 270,000. Potency, µM (doses to about 61.6 µM), inactives show top-dose FP activity change, negative = inhibition, most hits filed as inhibitors. Menin + Texas Red MLL mutant peptide, fluorescence polarization; active = well fitted inhibition curve with a large enough effect in the polarisation, with a control signal flat, not every such curve was filed as active; inconclusive = small, poorly fitted or top-dose-only effect, or effect the other way, or a change in a side signal; inactive = no such curve, though single readings can be large or run the other way; the % refers to the polarisation; also: potency is read from the fitted curve at half-maximal effect; % of control where 0% means no effect; many of its hits are not listed in these tables
Active calls of the source: *; ? = inconclusive; . = no result given; & = joins results of further samples; [ ] = remark or other dose. Unless noted, calls follow the shape of the dose curve; as a rule, active = well fitted curve in the direction sought with a large enough effect; inconclusive = small, poorly fitted or top-dose-only effect, or another doubt; inactive = no such curve, though single readings can be large; an effect the other way counts as inactive or inconclusive. Only part of the results is shown; the hit share may differ from the screen's.

SMILES	Mito fusion act	TSHR antag	Eya2 phos inh	MBNL1 CUG block	PKM2 act	ASM inhibitor	USP2a block	hERG WT inh	BCR signal inh	GALK inhibitor	Menin-MLL TR inh
COc1ccc(OCc2cnc(Cl)s2)cc1	2%	20	12%	2%	0%	2%	3%	-1	2%	0%	33%[activator]
CCC(C)[C@H](NC(=O)c1cc2cc(Cl)ccc2n1C)C(=O)N1CCC[C@H]1C(=O)O (stereo partly specified)	-6%	-7	7%	-2%	-2%	0%	3%	-4	16%	.	-13%
COc1ccc(N(CC(=O)N2CCN(c3ccccc3F)CC2)S(=O)(=O)c2c(C)n[nH]c2C)cc1	-5%	4	3%	-9%	-3%	7%	0%	1	5%	-1%	2%
O=C(NNC(=O)c1ccc(Br)s1)c1ccc(F)c(S(=O)(=O)N2CCOCC2)c1	1%	-3	12%	.	.	0%	-2%	4	-7%	.	.
CC#CC(=O)N1CCC(CCC(=O)N(C)Cc2ccccc2)CC1	-2%	-5	-4%	-1%	-3%	2%	3%	-4	4%	-2%	2%
O=C(/C=C\Nc1ccccc1Br)c1ccc2c(c1)OCO2	-1%	-11	6%	?	-9%	26%	-6%	-9	?	1%	44%[activator]
O=C(Nc1nc(-c2cccs2)cs1)c1ccc(Cl)cc1	?	-21	12%	7%	-1%	-8%	3%	-4	?	-3%	?
Cc1ccc(S(=O)(=O)NCCCn2ccnc2)cc1	-2%	10	-2%	0%	-13%	4%	4%	3	0%	.	3%
Cc1cc(C)cc(OCc2nnc(SCC(=O)OC3CCCCC3)o2)c1	-11%	-3	4%	-2%	0%	0%	1%	-2	-6%	1%	?
CCOc1ccc(NC(=O)NC2(C(=O)NCc3ccco3)CCCCC2)cc1	7%	2	16%	-2%	.	5%	-1%	-13	-3%	-2%	0%
CC(C(=O)N1CCN(Cc2ccccc2)CC1)n1ncn2cccc2c1=O (stereo unspecified)	1%	-7	-2%	1%	0%	0%	-1%	-6	-6%	.	11%
O=C(Nc1ccccc1O)c1csc2c1CCCC2	16%	-9	-12%	-3%	-6%	-3%	0%	-4	?	4%	?
O=C(NCc1ccc2c(c1)OCO2)c1ccc(-c2ccc(Cl)cc2)o1	?	-29	-14%	-11%	-3%	-12%	2%	-3	2%	-5%	0%
CC(=O)N1N=C(c2ccc(C(C)(C)C)cc2)OC1(C)C	-4%	4	-2%	-16%	8%	-1%	2%	0	-2%	0%	-28%
O=C(CSc1ccc2nnc(-c3cccnc3)n2n1)NCc1ccco1	1%	40	7%	-16%	1%	3%	3%	13	-1%	3%	-16%
CN(C(=O)COC(=O)CNC(=O)C1CCCCC1)c1ccccc1	0%	-6	8%	.	.	1%	-1%	11	?	.	.
O=C(NC1CC2CCC(C1)N2Cc1ccccc1)c1cccc(F)c1 (stereo unspecified)	-2%	1	1%	-2%	1%	1%	1%	21	0%	3%	?
CC1=C(C(=O)OC2CCCCC2)C(c2ccc(F)cc2)NC(=O)N1 (stereo unspecified)	4%	3	-9%	-3%	.	-4%	-1%	-12	?	.	-17%
Fc1ccc(C(c2nnnn2Cc2ccccc2)N2CCSCC2)cc1 (stereo unspecified)	3%	-8	-7%	0%	5%	-2%	1%	-13	-2%	1%	7%
CCc1noc(C)c1C(=O)N1CCCC(C(=O)c2cc(F)ccc2F)C1 (stereo unspecified)	-3%	-11	0%	8%	2%	-3%	0%	-7	2%	-1%	1%
Brc1ccc(CSc2nnc(-c3cccnc3)o2)cc1	18%	-4	-8%	-4%	8%	-1%	-1%	-2	-9%	8%	-6%
COc1cccc(-c2cc(C(=O)Nc3nc4ccccc4s3)c3ccccc3n2)c1	2%	-15	11%	3%	0%	-13%	1%	-12	19%	0%	28µM*
CC(C)(C)NC(=O)CSc1nc2[nH]ncc2c(=O)[nH]1	-3%	4	-2%	-2%	9%	0%	2%	1	2%	1%	3%
O=C(c1ccccc1)n1ccn(-c2ccccc2)c1=S	18%	-3	-8%	19%	?	-2%	2%	8	18%	-3%	4%
O=C(NCCn1cccn1)C1CCC(=O)N(CCc2cccc(F)c2)C1 (stereo unspecified)	-1%	13	6%	0%	.	5%	1%	4	-5%	0%	.
COc1ccc(C(=O)N/N=C(\CCC(=O)O)c2ccc(C(C)(C)C)cc2)cc1OC	2%	-3	-6%	4%	-3%	2%	0%	0	-26%	0%	1%
COCCNC(=O)c1cccc(C)c1[N+](=O)[O-]	0%	14	1%	-4%	-3%	1%	2%	4	-7%	1%	18%
COc1cccc(CNC(=O)c2nnn(CC(=O)Nc3cc(C)ccc3C)c2N)c1	-5%	4	-1%	-2%	.	6%	3%	-2	-1%	8%	14%
COc1cc(OC)cc(-c2c(C#Cc3ccsc3)c3cc(-c4cnc(OC)nc4)ccc3n2C)c1	-13%	-10	-7%	.	.	178%	2%	-2	4%	.	.
CCOC(=O)[C@@H]1[C@H]2COc3cc(OC)ccc3[C@@H]2N2C(=O)N(c3cccc(C)c3)C(=O)[C@@]12C	4%	-14	10%	-5%	-2%	2%	0%	.	1%	.	9%
CSc1ccc(/C=N/n2nnnc2N)cc1	8%	1	-15%	?	-4%	27%	-1%	0	2%	0%	-17%
Cc1cccc(OCC(=O)NCC(=O)N/N=C/c2cc(Br)cc(Br)c2O)c1	-1%	2	-14%	4%	.	349%[activator]	-7%	2	-1%	0%	?
O=C(N/N=C/c1ccc([N+](=O)[O-])o1)c1cc(-c2ccncc2)nc2ccccc12	-9%	-9	-6%	?	-4%	-1%	3%	-1	-15%	.	?
CC(C)Oc1ccc(CNC(=O)C2CCCN(S(=O)(=O)N3CCOCC3)C2)cc1 (stereo unspecified)	-7%	1	5%	2%	.	-2%	-1%	-2	-4%	5%	0%
Cn1c(=O)c(C(=O)COC(=O)c2cc(C(F)(F)F)nc3c(C(F)(F)F)cccc23)c(N)n(CC2CC2)c1=O	-5%	-1	7%	0%	3%&-10%	.	3%	.	1%	.	2%&22%
CN(Cc1ccccc1)C(=S)NC(=O)C1CCCCC1	1%	7	-9%	-29%	2%	5%	-1%	-2	?	1%	?
COCCNC(=S)N/N=C/c1ccc(OCc2ccc(C(=O)OC)cc2)c(OC)c1	-2%	-14	10%	3%	0%	-5%	-13%	-6	-1%	4%	2%
Cc1csc(NC(=O)Cc2ccc(F)cc2)n1	1%	7	-20%	-2%	3%	1%	-1%	-9	0%	5%	2%
CCN=C1S/C(=C\c2cc(Br)c(O)c(OC)c2)C(=O)N1CC	-1%	-15	15%	4%	?	-15%	1%	-5	5%	-2%	?
COC(=O)c1cccc(N(CC(=O)NC2CCCC2)C(=O)CNC(=O)c2cccs2)c1	-1%	-5	11%	7%	.	1%	-8%	6	?	1%	-16%
Nc1nc(C2CCOCC2)cs1	-2%	12	10%	-4%	-1%	6%	2%	-7	-3%	-2%	.
O=C(NN=C1CCCC1)c1[nH]c2ccc(Cl)cc2c1-c1ccccc1	26%	10	-3%	.	-4%	?	-2%	18	?	5%	.
CSc1ccc(/C=C/C(=O)OCC(=O)NC2CC2)cc1	-1%	16	-5%	.	.	56%[activator]	-1%	1	-1%	.	.
